GPR35 antagonists = GPR35 antagonists blocking zaprinast-driven arrestin recruitment, primary screen, imaging, U2OS, beta-arrestin-GFP, zaprinast agonist (AID 2058). G-protein coupled receptor 35 (Homo sapiens). 0.052% of 290,000 active. inhibition, % at 10 µM, or IC50 in µM where a hit was titrated. U2OS GPR35 beta-arrestin-GFP translocation imaging, zaprinast antagonism; higher % means a stronger effect;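 active = inhibition of at least 50% with at least 30 cells and total cytoplasm GFP at most 10,000,000; inconclusive = under 30 cells or total GFP of 10,000,000 plus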
West Nile antiviral = West Nile virus antiviral activity, cell-based, CPE readout (AID 1621). West Nile virus-infected cells, CPE inhibition; higher % means a stronger effect. one-dose CPE inhibition, % at 10 µM; IC50 in µM for titrated hits. 0.02% of 290,000 active; in the data active = a potency from the dose series; inconclusive = CPE inhibition mostly from about 3.7% at the one dose, without a potency; inactive = the rest, 99 in 100 with CPE inhibition below about 2.2%; also: strong numbers were not always called active
KOR beta-arrestin-1 = KOR antagonists, beta-arrestin recruitment, cell-based, luminescence, uHTS (AID 1778) | Kappa-type opioid receptor (Homo sapiens) | KOR beta-arrestin recruitment, luminescence, antagonist mode; higher % means a stronger effect | inhibition, % at 10 µM; hits with a dose series show IC50 in µM | 0.091% of 290,000 active; in the data active = inhibition above about 50%; also: strong numbers were not always called active
NS5 inhibitors = Dengue-2 NS5 methyltransferase inhibitors, primary screen, biochemical, confirmation dose response (AID 588689); Genome polyprotein (Dengue virus type 2 (strain 16681-PDK53)); one-dose inhibition, % at 25 µM; IC50 in µM for titrated hits; Dengue-2 NS5 methyltransferase capping enzyme assay, biochemical; higher % means a stronger effect; 0.3% of 340,000 active; in the data active = a potency from the dose series; inconclusive = inhibition above about 29% without an active follow-up result
HIV peptide binding = inhibitors of HIV fusion peptide binding, primary screen, biochemical, uHTS, fluorescence dequenching (AID 1986) | cell-free peptide binding, fluorescence dequenching, 30 min; higher % means a stronger effect | inhibition, % at 20 µM; hits with a dose series show IC50 in µM | 0.3% of 290,000 active; in the data active = inhibition mostly above about 52%, no sharp cut-off; inactive = mostly below about 76%; also: some results filed as inactive read as strong as hits
GPR55 beta-arrestin = GPR55 agonists via beta-arrestin recruitment, primary screen, imaging, U2OS cells, beta-arrestin-GFP redistribution (AID 1961); 0.048% of 290,000 active; activation, % at 10 µM, or EC50 in µM where a hit was titrated; U2OS GPR55 beta-arrestin-GFP redistribution imaging; higher % means a stronger effect;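 active = activation above 40% with more than 50 cells counted in the well; inconclusive = wells holding fewer than 50 cells, flagged as toxic or sparse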;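 also: U2OS osteosarcoma cells stably expressing GPR55 and beta-arrestin-GFP; plate controls were DMSO negative control for no effect and LPI positive control for full effect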
KOR beta-arrestin-2 = KOR agonists, beta-arrestin recruitment, primary screen, cell-based, luminescence, uHTS (AID 1777). KOR beta-arrestin recruitment, luminescence; higher % means a stronger effect. one-dose activation, % at 10 µM; EC50 in µM for titrated hits. 0.02% of 280,000 active; in the data active = activation above about 50%, passing the limit was not always enough; also: a part of the inactive calls stands beside numbers as strong as those of hits
GPR55 LPI antagonism = GPR55 antagonists blocking LPI-driven arrestin recruitment, primary screen, imaging, U2OS, beta-arrestin-GFP, LPI agonist (AID 2013). G-protein coupled receptor 55 (Homo sapiens). U2OS GPR55 beta-arrestin-GFP translocation imaging, LPI antagonism; higher % means a stronger effect. one-dose inhibition, % at 10 µM; IC50 in µM for titrated hits. 0.13% of 290,000 active;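 active = spots per cell inhibited over 60%, with over 100 cells counted and total cytoplasm intensity under 500,000; inconclusive = wells with under 100 cells, flagged as likely toxic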;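 also: U2OS cells stably carrying GPR55 and arrestin-GFP stimulated by 5 µM LPI near EC80; imaged beta-arrestin-GFP aggregate spots per cell after agonist stimulation; plate controls were LPI-stimulated DMSO wells for no effect and DMSO wells without LPI for full effect; some results filed as inactive read as strong as hits; confirmed hits need IC50 under 10 µM and bright autofluorescent wells are also inconclusive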
NOD1 NF-kB reporter = NOD1 signaling inhibitors, primary screen, cell-based, luminescence, uHTS (AID 1578). 1% of 290,000 active. NOD1-driven NF-kB luciferase reporter cells, luminescence; higher % means a stronger effect. inhibition, % at 4 µM; hits with a dose series show EC50 in µM; in the data active = inhibition mostly above about 36%, no sharp cut-off; inactive = mostly below about 34%;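 also: HEK-293T reporter cells stimulated with the NOD1 agonist gamma-tri-DAP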
NS5 inhibitors pilot replicate = second read-out of NS5 inhibitors, no call of its own (marks repeat the call); inhibition, %; measured here: pilot screen replicate inhibition
Active calls of the source: *; u = inconclusive; x = not tested or not shown; [ ] = remark or other dose.

SMILES | GPR35 antagonists | West Nile antiviral | KOR beta-arrestin-1 | NS5 inhibitors | HIV peptide binding | GPR55 beta-arrestin | KOR beta-arrestin-2 | GPR55 LPI antagonism | NOD1 NF-kB reporter | others
CCN(C(=O)c1c(-c2ccccc2)noc1C)c1ccccc1 | -6% | -1.0% | 47% | -6% | -1.2% | -0.1% | 2.0% | 10% | -10%
Nc1c(C(=O)OCC(=O)Nc2ccc(Cl)cc2[N+](=O)[O-])[nH]c(=O)[nH]c1=O | 4% | -0.3% | 28% | 8% | -0.1% | -1.5% | 3.5% | 8% | 8%
CCOC(=O)C1(Cc2ccccc2)CCN(Cc2cnn(-c3ccccc3)c2)CC1 | 4% | -0.2% | -13% | -1% | 0.7% | -0.3% | 1.8% | 19% | -21%
Cc1cccnc1NC(=O)CCNC(=O)c1ccc(Cl)cc1 | 0% | -0.6% | -21% | 4% | 1.8% | 0.3% | 0.8% | 16% | -38%
C(=C\c1nnc2c3ccccc3ncn12)/c1ccccc1 | 4% | -1.4% | -169% | -4% | -0.2% | -0.2% | 1.5% | -3% | -35%
COc1ccc(Nc2nc(-c3sc(C)nc3C)cs2)c(OC)c1 | 6% | 1.1% | -34% | -11% | -1.5% | -0.1% | -0.9% | -2% | -1%
COc1ccc2c(=O)c(C(=O)NCCc3ccccc3)c[nH]c2c1 | 4% | -0.8% | -66%[20 µM] | -6% | 2.5% | -0.1% | 4.2% | -2% | -37% | NS5 inhibitors pilot replicate=-3.7
O=S(=O)(c1ccc(Cl)c(C(F)(F)F)c1)N1CCN(CC(O)COc2ccccc2F)CC1 (centres undefined) | 5% | -1.7% | -9% | -4% | 1.1% | 0.6% | -2.5% | 5% | -12%
CN(C)CC(C)(C)CNC(=S)Nc1ccc(S(=O)(=O)N2CCOCC2)cc1 | -2% | 0.8% | 17% | 5% | -2.2% | -0.2% | 8.3% | 6% | -2%
COc1ccc(-n2c(SCc3ccc(C#N)cc3)nnc2-c2ccccn2)cc1 | 21% | -0.3% | 22% | -2% | -0.6% | 0.1% | -2.1% | 11% | -28%
CC1(C)OC(C)(C)/C(=C/Nc2ccc(O)cc2)C1=O | 2% | 0.2% | -23% | 12% | 21% | 0.3% | 2.1% | -3% | -9%
CCCCC(C(=O)O)C(C)CC(=O)Nc1ccn(-c2ccccc2)n1 (centres undefined) | -8% | 0.2% | 20% | 1% | 1.8% | -0.2% | -5.1% | 14% | -11%
COC(=O)c1ccc(=O)n(Cc2ccco2)c1 | 0% | x | 0% | 5% | 7.0% | -0.1% | -3.1% | -2% | -29%
NNC(=O)CN1C(c2ccc(Cl)cc2)=Nc2ccc(Br)cc2C1c1ccccc1 (centres undefined) | 13% | -0.6% | -20% | 2% | -0.2% | 0.0% | 3.0% | -18% | -16%
O=C(OCC(=O)c1cccs1)C1=COCCO1 | 3% | 0.4% | 13% | -8% | -0.5% | -0.2% | -1.0% | 5% | -22%
O=C(CSc1nncs1)Nc1cc(-c2ccccc2)nn1-c1ccccc1 | -4% | 0.2% | -2% | 2% | -0.4% | -0.3% | 2.9% | 6% | 3%
CC(=O)COc1ccc2c(C)c(C)c(=O)oc2c1 | 16% | 0.7% | 2% | -1% | -1.5% | -0.1% | -4.2% | 12% | -27%
Cc1ccccc1C=Nc1ccccc1C(N)=O | -8% | -1.5% | -16% | -5% | -1.4% | 0.1% | 3.7% | -16% | 42%
O=C(NCCCn1ccnc1)/C(=C\c1ccccc1F)NC(=O)c1ccccc1 | -12% | 0.0% | -26% | -1% | 0.8% | 0.6% | 2.6% | -7% | 9%
O=C(c1ccc2nc[nH]c2c1)N1CCc2ccccc2C1 | 16% | -0.2% | 22% | -5% | -1.8% | -0.5% | 2.7% | 4% | -11%
CSc1ccc(CNCCN2CCOCC2)cc1 | -4% | 1.0% | 7%[20 µM] | -1% | 1.6% | -0.1% | -2.1% | 1% | -23%
CSc1ncccc1C(=O)N1CCN(C(=O)c2ccccc2)CC1 | 5% | 0.0% | 7% | -3% | 1.9% | 0.8% | -1.4% | 19% | 2%
CC(C)C(=O)Nc1ccc(NC(=O)c2cc3ccccc3o2)cc1 | 4% | -0.3% | 17% | -4% | 0.8% | -0.1% | 0.3% | 3% | -44%
COc1ccc(S(=O)(=O)n2[nH]c(=O)c(CCO)c2C)cc1 | -9% | 0.3% | -26% | -5% | 0.7% | -0.1% | 7.0% | -4% | 3%
Cc1nc2ccc(NC(=O)c3ccc([N+](=O)[O-])cc3)cc2s1 | 1% | -0.5% | 43% | -4% | -0.3% | 0.5% | -2.0% | 6% | -13%
CC(C)(C)SCCNC(=O)CN1C(=O)c2ccccc2S1(=O)=O | 8% | -0.7% | -11% | -3% | 0.8% | -0.1% | -1.0% | 4% | -37%
CCCc1cc(=O)[nH]c(SCC(=O)c2c(N)n(C)c(=O)n(C)c2=O)n1 | -12% | -0.2% | -11% | 0% | -0.3% | 1.2% | 2.5% | 2% | -22%
Nc1cc(S(=O)(=O)N2CCCCC2)ccc1N1CCOCC1 | 0% | 0.3% | -9% | -8% | 0.6% | -0.5% | -4.6% | 5% | -9%
Nc1nnc(CC(=O)N/N=C/c2ccc(-c3ccc(F)cc3)o2)s1 | -8% | 0.1% | 1% | x | -1.6% | -0.1% | 2.8% | 1% | 1%
COc1cc(C(=O)NCCC(=O)NC2CCC(C)CC2)cc(OC)c1OC (centres undefined) | 15% | -0.6% | -40% | -5% | -1.5% | 0.3% | -3.4% | 10% | 6%
COc1cc(C)ccc1OCCOc1cc(C)ccc1Cl | -10% | -0.2% | 12% | -1% | -0.7% | -0.3% | 6.0% | 1% | -26%
CCOC(=O)Oc1ccc2c(=O)c(Oc3cccc(C)c3)coc2c1 | 4% | 0.4% | -12% | -4% | -1.8% | 0.2% | -1.2% | 3% | 8%
Cn1c(=O)c(=O)n(C)c2cc(S(=O)(=O)N3CCN(c4ccccc4F)CC3)ccc21 | 7% | -0.9% | 6% | -3% | -2.0% | -0.1% | 2.9% | 11% | 33%
Cc1c(N)cc(N)cc1C(=O)O | -9% | 1.4% | 12% | >100µM* | 8.8% | -0.1% | -3.1% | 1% | -5%
COc1cc(C2C(C(C)=O)=C(O)C(=O)N2Cc2ccccc2)ccc1O (centres undefined) | 0% | -1.0% | 26% | -4% | 4.2% | 0.0% | -4.6% | 10% | 6%
O=C(O)c1cn(-c2ccccc2)c(=O)c2ccccc12 | 2% | 0.1% | 2% | 2% | -0.1% | -0.1% | -4.3% | 13% | -13%
Cc1cc(=O)oc2cc(OCc3ccc(C(=O)OCC(=O)NC4CCS(=O)(=O)C4)cc3)ccc12 (centres undefined) | 4% | 0.3% | -26% | -1% | 6.5% | -0.1% | 5.7% | -11% | 1%
Cc1ccc(S(=O)(=O)Cc2ccc(C(=O)N3CCN(c4ccc(F)cc4)CC3)o2)cc1 | 6% | -0.2% | -4% | -4% | 0.8% | -0.2% | 2.6% | 0% | 9%
O=C(c1ccccc1F)N(NC(=O)C(O)(c1ccccc1)c1ccccc1)c1ccccc1 | 6% | 0.2% | 37% | -5% | -2.0% | u | 3.3% | 2% | -29%
CC(=O)COc1ccccc1OC(=O)c1ccco1 | 13% | 0.1% | 14% | 2% | -0.8% | 0.0% | -5.4% | -2% | -6%
CNc1nc(-c2ccc(Cl)cc2)cs1 | 6% | 0.5% | -10% | -3% | 3.4% | -1.0% | -11% | -2% | -44%
COc1ccc(N(CC(=O)N2CCN(Cc3ccc4c(c3)OCO4)CC2)S(C)(=O)=O)cc1OC | 7% | 0.0% | 13% | -1% | 1.3% | -0.1% | -4.4% | 8% | -30%
N=c1n(Cc2ccccc2)c2ccccc2n1CC(O)COc1ccc(Cl)cc1Cl (centres undefined) | 9% | -0.9% | -369%[20 µM] | 1% | 1.6% | -0.1% | x | 58% | -38%
COc1ccc(Cl)cc1NC(=O)CSc1nnc(COc2ccccc2)n1C | 8% | -0.9% | 11% | 4% | -2.2% | 0.2% | -3.0% | -12% | 20%
CC(=O)NC(N(C#N)c1nc(Cl)nc(N(C)C)n1)C(Cl)(Cl)Cl (centres undefined) | 1% | -0.2% | 25% | -11% | -0.9% | 0.2% | 5.0% | -4% | 2%
CN(C(=O)COc1ccc(Cl)cc1Br)C1CCCCC1 | -4% | -1.4% | 16% | 5% | -0.2% | -0.1% | -0.8% | 4% | -50%
CCCNc1nc(Cl)nc(NC(C)(C)C)n1 | -3% | -0.4% | 0% | 2% | 0.0% | -0.4% | 7.5% | 12% | -32%
Cc1occc1C(=O)N/N=C/c1ccc(N(C)C)cc1 | -2% | 0.2% | -38% | -7% | -0.6% | -0.1% | -2.8% | 4% | -12%
CC(C)C(OC(=O)c1ccco1)C(=O)NCc1cccs1 (centres undefined) | 9% | 0.1% | -3% | 9% | -0.2% | -0.2% | -1.7% | -4% | -7%
CCOc1ccccc1CN1CCC(N2CCC(C(=O)NC3CC3)CC2)CC1 | 18% | 0.0% | 6% | -1% | 1.3% | -0.1% | -5.1% | -4% | -19%
C#CCOC(=O)Nc1ccc(=O)n(Cc2c(Cl)cccc2Cl)c1 | 18% | -0.3% | 3% | 6% | 26% | 0.2% | -1.5% | -21% | 25% | NS5 inhibitors pilot replicate=2.7
O=C(Nc1ccc(O)cc1)/C(=C\C=C\c1ccccc1)NC(=O)c1ccccc1 | 15% | 0.8% | -9% | -6% | -0.3% | 0.5% | 2.6% | 11% | -13%
COc1ccc(N2C(=O)CC(NNc3nc4ccccc4s3)C2=O)cc1 (centres undefined) | -9% | 1.1% | -19% | x | 0.1% | -0.1% | -2.8% | -4% | -6%
Cn1c(CNC(=O)C2CCCCC2)cc2ccccc21 | -14% | 0.4% | -8%[20 µM] | -6% | 0.8% | -0.1% | -3.2% | 4% | -10% | NS5 inhibitors pilot replicate=-5.8

Arranged by count of non-hydrogen atoms (ascending): some entries from above
SMILES | GPR35 antagonists | West Nile antiviral | KOR beta-arrestin-1 | NS5 inhibitors | HIV peptide binding | GPR55 beta-arrestin | KOR beta-arrestin-2 | GPR55 LPI antagonism | NOD1 NF-kB reporter | others
Cc1ccccc1C=Nc1ccccc1C(N)=O | -8% | -1.5% | -16% | -5% | -1.4% | 0.1% | 3.7% | -16% | 42%
CCOC(=O)Oc1ccc2c(=O)c(Oc3cccc(C)c3)coc2c1 | 4% | 0.4% | -12% | -4% | -1.8% | 0.2% | -1.2% | 3% | 8%
Cc1ccc(S(=O)(=O)Cc2ccc(C(=O)N3CCN(c4ccc(F)cc4)CC3)o2)cc1 | 6% | -0.2% | -4% | -4% | 0.8% | -0.2% | 2.6% | 0% | 9%

High-throughput results deposited in PubChem by several laboratories.

These rows are one share of the data, so the mix of outcomes need not match the whole.
